Screens as filed in PubChem.
NRP1-CendR mod: modulators of CendR peptide binding to human neuropilin-1 | FAM-RPARPAR peptide binding to NRP-1, fluorescence polarization | inhibition, % at 25 µM | actives 0.85% (n = 360,000);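 active = inhibition or corrected inhibition above about 18%, plus a signal ratio from 0.5 to 1.5, limit read from the data, passing the limit was not always enough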; note: strong numbers were not always called active
LMPTP inh: LMPTP (human) inhibition. actives 0.22% (n = 360,000). recombinant LMPTP-A, OMFP fluorogenic substrate, fluorescence intensity. P24666. inhibition, % at 20 µM;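 active = compounds that cut the enzyme signal by at least half of the control window in the single-dose screen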;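 note: plate controls were DMSO wells with enzyme plus substrate for no effect and substrate without enzyme for full effect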
Target sequence (P24666 whole entry, looked up): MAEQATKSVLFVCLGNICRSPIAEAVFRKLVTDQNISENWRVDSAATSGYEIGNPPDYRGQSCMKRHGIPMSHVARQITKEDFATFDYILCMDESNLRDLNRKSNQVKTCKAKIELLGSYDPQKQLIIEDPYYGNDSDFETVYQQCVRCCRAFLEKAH
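Assay system: LMPTP-A enzyme. Input: 0.625 nM LMPTP-A final. Probe or stimulus: 400 µM OMFP. Compound dosing: single 20 µM dose. Schedule: 50 min dark incubation at room temperature. Detection: fluorescence intensity of OMFP turnover product. Read-out: percent inhibition versus substrate-only and uninhibited controls. Benchmarks: no-enzyme low control, uninhibited high control.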
MT1-MMP act inh: MT1-MMP (human) activation inhibition; AID 651647; actives 0.061% (n = 360,000); HT1080 RFP-PRO-GFP cells, GFP/RFP ratio fluorescence, overnight; percent of plate control window, DMSO zero; GFP/RFP ratio change, % at 20 µM;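 active = GFP/RFP ratio change of at least 30% with cell ATP level not reduced by more than half and red fluorescence within 50% of control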; note: strong numbers were not always called active
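Assay system: HT1080 RFP-PRO-GFP cells. Benchmarks: DMSO vehicle wells and RFP-L50D-GFP reporter cell wells. Times: overnight cell settling, then overnight compound exposure, 37 °C, 5% CO2. Compound: 20 µM single dose, 1% DMSO. Read-out basis: GFP/RFP fluorescence ratio.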
SKN-1 inh: inhibitors of C. elegans SKN-1. C. elegans VP596 Pgst-4::GFP/RFP ratio, acrylamide-induced, 24 h. inhibition, % at 21.8 µM. actives 0.49% (n = 360,000);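 active = interference check ratio from 0.5 to 1.5 plus GFP to RFP signal ratio inhibition reaching or exceeding a fixed threshold, cut at about 30% in these data, passing the limit was not always enough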; note: some compounds called inactive have numbers as strong as hits
SUMO1-SIM PPI: SUMO1-SIM interaction modulation; SUMO1 binding to a labelled peptide, TR-FRET, 1 h; inhibition, % at 20 µM; actives 0.33% (n = 360,000); in the data active = inhibition above about 37%
Target sequence (P63165 whole entry, looked up): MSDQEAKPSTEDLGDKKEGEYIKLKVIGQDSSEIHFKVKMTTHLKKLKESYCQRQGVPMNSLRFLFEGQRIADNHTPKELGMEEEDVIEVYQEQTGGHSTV
DNMT1 inh: blocks human DNA methyltransferase DNMT1; P26358; DNMT1 molecular beacon, Hinp1I cleavage, fluorescence; inhibition (reported as % activation of signal), % at 10 µM; actives 0.83% (n = 360,000); in the data active = inhibition above about 50%
Scp1 inh: Scp-1 (human) phosphatase inhibition. Recombinant Scp1, phosphopeptide, malachite green phosphate absorbance. inhibition, % at 20 µM. actives 0.88% (n = 340,000). AID 493091;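 active = inhibition above about 50% at 20 µM, limit read from the data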;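 note: plate controls were DMSO wells with enzyme for no effect and wells lacking enzyme for full effect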
Target sequence (Q9GZU7 76-261 limits assumed): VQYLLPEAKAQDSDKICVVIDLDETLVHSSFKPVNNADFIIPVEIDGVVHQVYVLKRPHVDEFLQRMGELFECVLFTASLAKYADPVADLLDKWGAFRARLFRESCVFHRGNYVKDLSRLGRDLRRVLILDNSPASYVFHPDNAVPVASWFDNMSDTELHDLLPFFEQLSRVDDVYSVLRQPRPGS
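Material: truncated SCP-1 phosphatase (76-261aa) / Buffer or medium: 50 mM Tris acetate pH 5.5, 0.005% Tween-20, 10 mM MgCl2 / Compound dosing: one concentration, 20 µM, with 1.0% DMSO / Incubation: 45 min room-temperature reaction, 5 min colour, 30 min stabiliser / Detection: colorimetric free-phosphate detection, absorbance 630 nm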
STEP inh: STEP (human) phosphatase inhibition; P54829; recombinant STEP, OMFP fluorogenic substrate, fluorescence; inhibition, % at 20 µM; actives 0.25% (n = 360,000); AID 588621;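 active = inhibition at 20 µM, scaled per plate between control wells, above about 37%, limit read from the data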;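 note: 0% = DMSO with enzyme and substrate and 100% = substrate only without enzyme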
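System: isolated STEP enzyme; schedule: 20 min enzyme reaction at room temperature, protected from light; medium: Bis-Tris buffer pH 6.0, 2.5 mM DTT, 0.005% Tween 20; signal: fluorescence, 480/540 nm; dosing: single compound dose of 20 µM, 1% DMSO final; also added: OMFP substrate, 25 µM final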
Rpn11 block: Rpn11 (human) deubiquitinase inhibition; O00487; human 26S proteasome, Ub4-pepOG fluorescence polarization; 20S core pre-blocked with epoxomicin; actives 0.59% (n = 360,000); calls only at 20 µM;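 active = inhibition at 20 µM, scaled to each plate's controls, above about 33%, limit read from the data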
Target sequence (O00487 whole entry, looked up): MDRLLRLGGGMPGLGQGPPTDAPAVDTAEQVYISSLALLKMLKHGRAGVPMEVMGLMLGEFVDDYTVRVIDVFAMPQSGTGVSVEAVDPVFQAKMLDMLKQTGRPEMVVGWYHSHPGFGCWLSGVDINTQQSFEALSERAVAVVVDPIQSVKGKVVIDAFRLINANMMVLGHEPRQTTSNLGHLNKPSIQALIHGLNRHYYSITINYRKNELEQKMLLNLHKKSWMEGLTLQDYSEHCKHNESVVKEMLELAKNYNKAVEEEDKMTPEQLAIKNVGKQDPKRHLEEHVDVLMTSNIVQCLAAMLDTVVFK
NadD inh: blocks S. aureus nicotinate mononucleotide adenylyltransferase; purified NadD enzyme, colorimetric absorbance read-out; inhibition, % at 20 µM; actives 0.78% (n = 360,000); AID 602399; in the data active = inhibition above about 26%; note: some compounds past the cut are filed as inactive
An asterisk follows results filed as active; i = inactive; nt = no result given; & = joins results of further samples.

SMILES	NRP1-CendR mod	LMPTP inh	MT1-MMP act inh	SKN-1 inh	SUMO1-SIM PPI	DNMT1 inh	Scp1 inh	STEP inh	Rpn11 block	NadD inh
COc1cccc(C(=O)NN2C(=S)N(c3ccccc3)C(=O)C2CC(N)=O)c1 (stereo not given)	-1	-1.2	-1	3	-2	2	-11	-1	i	-2
Cc1cccc(NC(=O)C2CCN(S(=O)(=O)c3c(C)noc3C)CC2)c1	4	-1.2	3	10	-5	0	-19	1	i	-1
c1ccc(CNc2nc(-c3cccs3)nc3ccccc23)nc1	-7	13	1	10	-2	17	-2	-3	i	-1
Cc1cccc(NS(=O)(=O)c2cccc(C(=O)N3CCCCCCC3)c2)c1	-6	0.5	2	6	1	-5	-10	-1	i	4
COc1ccc(NC(=O)c2cccnc2Nc2ccc(OC)cc2)cc1	-10	2.8	-2	-9	3	-7	-4	-6	i	-1
CCOC(=O)C1CCCN(C(=O)c2cn(CC)c3ccc(S(=O)(=O)N4CCCC4)cc3c2=O)C1 (stereo not given)	-3	-2.2	4	-11	-2	4	16	-3	i	4
COc1cccc2c1cc1c(=O)n(CC(=O)NC3CCCCC3)nc(C)n12	9	-1.0	-6	4	-5	2	-2	-2	i	-3
COC(=O)C1=C(C)N(Cc2cccnc2)C(=O)C1	-15	0.3	-4	-16	2	1	-2	2	i	9
CN1CCN(C(=O)c2ccc3c(c2)OCCO3)CC1	-15	-3.9	4	0	-1	-1	-9	-5	i	0
COc1ccc(N2CCN(C(=O)c3ccc(N(C)S(=O)(=O)c4ccc(C)cc4)cc3)CC2)cc1	17	0.8	-3	0	-1	-2	-4	5	i	7
COc1ccc(N(CC(=O)N/N=C/c2ccc(N(C)C)cc2)S(=O)(=O)c2ccccc2)cc1	16	1.7	0	-5	-2	-6	-8	3	i	5
CC[C@]12c3[nH]c4ccc(Cl)cc4c3CCN1C(=O)[C@@H](CC(=O)NCCC1=CCCCC1)C[C@@H]2C(=O)N1CCN(C(=O)C2CC2)CC1	2	0.3	0	8	1	1	-1	0	i	0
Cc1noc(C)c1CSc1ccccc1C(=O)N1CCN(c2ccccc2)CC1	10	-0.4	-3	7	0	-4	9	2	i	2
Cc1ccc(S(=O)(=O)N2CCCCC2)cc1C(=O)N(C)CCOc1ccccc1	7	-11	2	-19	-43	-4	-5	-3	i	6
CCOc1ccc(NC(=O)CN(C)C(=O)COc2cccc3c2OC(C)(C)C3)cc1OCC	13	-0.7	3	-7	3	-5	4	-1	i	2

Arranged by the number under SUMO1-SIM PPI (rising): 4 from the list above
compound | SUMO1-SIM PPI
Cc1cccc(NC(=O)C2CCN(S(=O)(=O)c3c(C)noc3C)CC2)c1 | -5
COc1ccc(N(CC(=O)N/N=C/c2ccc(N(C)C)cc2)S(=O)(=O)c2ccccc2)cc1 | -2
COC(=O)C1=C(C)N(Cc2cccnc2)C(=O)C1 | 2
CCOc1ccc(NC(=O)CN(C)C(=O)COc2cccc3c2OC(C)(C)C3)cc1OCC | 3

Next section:
SMILES	NRP1-CendR mod	LMPTP inh	MT1-MMP act inh	SKN-1 inh	SUMO1-SIM PPI	DNMT1 inh	Scp1 inh	STEP inh	Rpn11 block	NadD inh
COC(=O)[C@H]1Cc2c([nH]c3ccccc23)[C@H](c2ccccc2)N1	7	0.5	-1	0	0	0	-8	8	i	-4
Cc1cc(C(=O)N/N=C/c2ccncc2)c(C)o1	2	0.2	3	3	-3	4	-11	-3	i	-3
Cc1cccc(S(=O)(=O)Nc2ccc(-c3nc4ccc(C)cc4s3)cc2)c1	5	1.9	-2	-2	3	-19	0	-3	i	11
CC(=O)c1cc(-c2nc3ccccc3n2C)n(C)c1	-1	-1.2	1	-1	-1	5	-10	1	i	3
COc1cc(C)ccc1OCc1cc(C(=O)NCc2ccncc2)no1	-4	1.1	-4	24	-1	-2	9	1	i	-5
Cc1ccccc1NC(=O)/C(C#N)=C\c1cn(CC(=O)O)c2ccccc12	-18	-0.1	-1	-2	-13	-3	-4	0	i	-3
NC(=O)C1CCCN(C(=O)CNC(=O)C23CC4CC(CC(C4)C2)C3)C1 (stereo not given)	-6	-0.8	1	11	0	1	-4	-1	i	-5
CCOc1ccc(Nc2nc(N)c3ccccc3n2)cc1	24	5.4	22	3	4	-4	10	0	i	-2
Cc1cc(NC(=O)COC(=O)[C@H](Cc2c[nH]c3ccccc23)NC(=O)c2ccc(F)cc2)no1	0	0.8	-2	3	-2	-7	-2	0	i	-2
CN(C)S(=O)(=O)c1cccc(C(=O)N2CCc3ccccc32)c1	-9	-1.1	1	-18	13	-1	-9	-4	i	1
COc1ccc(-c2noc(CCC(=O)N3CCN(c4ccccc4F)CC3)n2)cc1	-2	-0.3	1	-15	-2	4	1	1	i	1
CC(=O)c1cccc(NC(=O)N2CCCC2C(=O)Nc2ccccc2C)c1 (stereo not given)	17	0.2	5	1	-3	1	-6	-2	i	-5
COc1ccc(OC(=O)CN2C(=O)C3C4CCC(C4)C3C2=O)cc1 (stereo not given)	5	0.4	-3	6	-3	4	-5	0	i	1
Cc1cc(N/N=C/c2cccc(F)c2)nc(NCc2ccccc2)n1	-4	5.8	-5	7	-9	-8	-10	8	i	-6
CC(=O)Nc1ccc(-c2ccnc3c2CC(C)(C(=O)Nc2ccc(F)c(Cl)c2)O3)cc1 (stereo not given)	-8	0.0	6	4	2	3	nt	-2	i	0

Rewritten with two lines to a compound: part of the list above.
Screens in order: NRP1-CendR mod | LMPTP inh | MT1-MMP act inh | SKN-1 inh | SUMO1-SIM PPI | DNMT1 inh | Scp1 inh | STEP inh | Rpn11 block | NadD inh
> CCOc1ccc(Nc2nc(N)c3ccccc3n2)cc1
  24 | 5.4 | 22 | 3 | 4 | -4 | 10 | 0 | i | -2
> COC(=O)[C@H]1Cc2c([nH]c3ccccc23)[C@H](c2ccccc2)N1
  7 | 0.5 | -1 | 0 | 0 | 0 | -8 | 8 | i | -4

(further entries)
SMILES	NRP1-CendR mod	LMPTP inh	MT1-MMP act inh	SKN-1 inh	SUMO1-SIM PPI	DNMT1 inh	Scp1 inh	STEP inh	Rpn11 block	NadD inh
CCN(CC)Cc1cc(CCNC(=O)c2ccc(Cl)cc2)ccc1O	4	0.4	4	4	-3	-5	-1	-1	i	-7
S=C(NCc1ccco1)N1CCN(Cc2ccc(Cl)cc2Cl)CC1	-2	1.3	-1	5	-2	-4	-3	-9	i	-5
CCOC(=O)c1cc2c(ccn2C)n1CC(=O)N1CCN(c2ccc(F)cc2)CC1	4	-0.9	2	7	-2	-3	-8	2	i	-4
CC(=O)N(c1ccc(C)cc1)c1nc(C)cc(C)c1C#N	13	-1.2	1	5	-2	2	8	-1	i	-5
Fc1ccc(N2CCN(Cc3cn[nH]c3-c3ccccc3)CC2)cc1	4	-1.7	1	-1	-2	1	-11	-2	i	-4
O=S(=O)(Nc1c(O)ccc2ccccc12)c1ccc(F)cc1	-43	0.2	7	18	-8	-25	-11	0	i	13
C[C@@H]1C(=O)O[C@H]2C[C@@]34[C@H]5C[C@@H](C(C)(C)C)[C@]36[C@@H](OC(=O)[C@@H]6O)O[C@@]4(C(=O)O5)[C@]21O	6	-0.9	0	9	-2	-1	-3	-1	i	1
CCOC1=C2CN(S(=O)(=O)c3ccc(C)cc3)[C@H](c3ccccc3)C[C@H]2n2c(=O)n(-c3ccccc3)c(=O)n2C1	15	1.4	5	18	6	3	nt	0	i	14
CN(C)CCCNc1ncnc2c1cnn2Cc1ccccc1Cl	2	-2.7	0	8	-4	2	1	-2	i	-9
Cc1ccc(NS(=O)(=O)c2ccc3c(c2)NC(=O)CCS3)cc1C	11	0.5	-9	-3	-5	0	-2	-2	i	6
CCOC(=O)c1cc(-c2ccc(F)cc2)nc2c1c(=O)[nH]c(=O)n2Cc1ccccc1	-6	0.4	0	1	2	43	2	0	i	3
COC1=C(Br)C(=O)c2nc(C)ccc2C1=O	19	3.8	1	18	16	83*	nt	3	i	11
N#Cc1ccc(NC(=O)C2=COCCO2)cc1	-13	-3.5	4	3	3	-1	0	2	i	-5
Cc1cc(F)c(F)c(C(=O)N2C(C)CCCC2C)c1Cl (stereo not given)	-4	-1.5	-1	4	-2	1	-5	-4	i	-3
COc1ccc([C@@H]2[C@@H]3C(=O)N(C(C)(C)C)C(=O)[C@@H]3[C@]3(C)C(=O)N(c4ccc(C)cc4)C(=O)N23)cc1	5	0.5	-2	11	3	-4	-3	0	i	1
O=C(CN1CCCN(Cc2ccc(F)cc2Cl)C1=O)NC1CCCCCC1	2	-0.7	0	4	-1	-1	-2	-2	i	-4
O=C(O)c1ccccc1S(=O)(=O)NCC(O)COc1ccc(Br)cc1 (stereo not given)	-14	-0.6	1	1	-1	5	-5	0	i	0
O=C(NC1CCCCC1)C(c1ccc2ncccc2c1)N(Cc1ccc(F)cc1)C(=O)c1ccc2c(c1)OCCO2 (stereo not given)	7	1.1	-14	8	1	-8	-3	0	i	16
O=C(NCc1ccco1)c1ccc(C(F)(F)F)cc1	4	0.9	3	3	3	11	-2	-3	i	-6
N#Cc1ccccc1NC(=O)Nc1ccccc1	6	-1.4	2	7	1	0	-7	1	i	-5
O=c1c(-c2cccnc2)nc2ccccc2n1C(c1ccccn1)c1nc2ccccc2[nH]1 (stereo not given)	-3	0.2	7	3	-15	nt	nt	nt	nt	nt
Cc1cccc(C)c1NC(=O)C(c1ccnc2ccccc12)N1CCN(C)CC1 (stereo not given)	-4	-1.4	5	12	-3	nt	nt	nt	nt	nt
COc1ccccc1C(=O)C1CCCN(C(=O)c2cccc(-n3cccn3)c2)C1 (stereo not given)	-4	-1.7	-2	2	2	-2	-8	2	i	-11
C=CCN(CC=C)C(=O)C1CCN(S(=O)(=O)c2ccc(N3CCCC3=O)cc2)CC1	-1	-1.2	2	11	-1	2	-9	-1	i	-4
CCOc1ccc(-c2cc(CCCC(=O)NCc3ccc(C)cc3)no2)cc1	-3	-1.1	1	4	5	14	-8	1	i	-2
O=C(O)CCCn1cc(NC(=O)c2ccc(F)cc2)cn1	18	-0.2	3	0	2	-2	-7	0	i	0
COc1ccc(C(=O)NCC(=O)OCC(=O)N2CCc3ccccc32)cc1	-4	0.3	-2	-4	-5	0	-12	-2	i	-7
CC1=CC(C)(C)NC(=S)N1c1cccc(C)c1	9&16	-1.1&-1.5	1&5	-2&0	-1&-3	-4&3	-8&-3	-3&0	i	-11&0
CCOC(=O)c1coc(C(=O)OCC)c1C(=O)OCC	10	-2.7	3	9	4	-3	-10	-2	i	-1
Cc1ccc(C(=O)N/C(=C\c2ccccc2)C(=O)OCc2ccccc2)cc1	11	1.9	4	2	0	-6	-11	60*	i	-3
COC(=O)Cc1csc(NC(=O)CSc2nnc3ccccn23)n1	13	-1.4	7	-14	3	5	-3	-3	i	0
